# High-throughput results from PubChem.
# BLM helicase inh – Bloom syndrome helicase (human) inhibition. P54132. recombinant BLM DNA unwinding, fluorescence dequenching. Potency, µM (highest dose often 56.1 µM), inactives show at the top dose activity change, negative = inhibition, usual class: inhibitors. hit rate 0.2% among 350,000. AID 2528;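 note: potency is the fitted concentration of half-maximal effect; plate controls were vehicle for no effect and no enzyme for full effect; nearly all actives have a fitted effect of over 35% in size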
# Pol kappa inh – inhibitors of human DNA polymerase kappa. AID 588579. hit rate 0.53% among 400,000. Q9UBT6. Potency, µM (series often up to 107 µM), for the others: at the highest dose activity, negative = inhibition, actives largely listed as inhibitors. purified Pol kappa, fluorescent DNA synthesis assay, 10 min; note: potency is the fitted concentration of half-maximal effect; % is set by controls: 0 for no effect and ±100 for the full control effect
# Target sequence (Q9UBT6 whole entry, looked up): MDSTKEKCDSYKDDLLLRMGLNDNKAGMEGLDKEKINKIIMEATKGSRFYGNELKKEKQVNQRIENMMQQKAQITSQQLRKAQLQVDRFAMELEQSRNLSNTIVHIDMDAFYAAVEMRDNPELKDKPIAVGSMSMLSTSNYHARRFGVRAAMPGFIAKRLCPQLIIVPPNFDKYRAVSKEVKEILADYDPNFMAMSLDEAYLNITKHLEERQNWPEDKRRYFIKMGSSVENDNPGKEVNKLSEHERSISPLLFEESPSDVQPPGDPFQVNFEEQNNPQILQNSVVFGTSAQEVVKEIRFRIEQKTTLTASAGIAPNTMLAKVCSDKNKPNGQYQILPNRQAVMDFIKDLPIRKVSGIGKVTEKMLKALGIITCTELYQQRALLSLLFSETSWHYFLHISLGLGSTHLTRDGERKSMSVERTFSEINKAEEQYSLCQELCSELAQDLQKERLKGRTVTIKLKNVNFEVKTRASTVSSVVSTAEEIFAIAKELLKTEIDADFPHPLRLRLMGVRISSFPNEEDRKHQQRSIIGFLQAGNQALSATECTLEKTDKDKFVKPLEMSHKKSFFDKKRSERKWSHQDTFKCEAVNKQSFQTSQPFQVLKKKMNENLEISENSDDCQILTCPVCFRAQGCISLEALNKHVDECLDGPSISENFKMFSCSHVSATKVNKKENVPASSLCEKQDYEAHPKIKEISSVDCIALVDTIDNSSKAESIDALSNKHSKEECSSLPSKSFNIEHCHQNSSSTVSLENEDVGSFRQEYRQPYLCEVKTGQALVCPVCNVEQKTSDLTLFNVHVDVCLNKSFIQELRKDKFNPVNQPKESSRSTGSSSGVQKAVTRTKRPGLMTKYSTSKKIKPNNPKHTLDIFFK
#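 First, compounds were pin-transferred onto 10 nM Pol kappa. After 15 min at room temperature, substrate was added to 50 nM final. Fluorescence was then measured kinetically at 0 and 10 min.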
# POLI inh – DNA polymerase iota (human) inhibition; Q9UNA4; Pol iota fluorescent replication assay, 10 min; Potency, µM (top dose mostly 115 µM), without a hit: at the top dose activity, negative = inhibition, usual class: inhibitors; hit rate 1% among 390,000; note: potency is the fitted concentration of half-maximal effect
#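 Fluorescent replication assay read twice, at 0 min and 10 min after adding 50 nM (final) substrate. Enzyme (10 nM) and compounds were first incubated 15 min at room temperature; enzyme-free buffer wells were negative controls.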
# POLB inh – blocks human DNA polymerase beta activity; Pol beta primer extension/strand displacement, fluorescence kinetic; P06746; Potency, µM (highest dose often 114 µM), without a hit: at the top dose activity change, negative = inhibition, most hits filed as inhibitors; hit rate 1.3% among 340,000; note: potency is the fitted concentration of half-maximal effect; % is set by controls: 0 for no effect and ±100 for the full control effect
#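 Pol beta (10 nM) was preincubated with compound for 15 min at room temperature. The reaction was then started with 50 nM substrate and read immediately and after a further 10 min at room temperature.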
# APEX1 inh – inhibitors of human APE1 endonuclease; P27695; recombinant APE1, TAMRA/BHQ-2 abasic DNA cleavage fluorescence; Potency, µM (series often up to 65.8 µM), without a hit: at the top dose activity change, negative = inhibition, hits mostly inhibitors; hit rate 0.35% among 350,000; AID 2517;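 note: potency is the fitted concentration of half-maximal effect; plate controls were vehicle for no effect and reference inhibitor for full effect; nearly all actives have a fitted effect of over 55% in size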
#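 Endonuclease cleavage of a quenched abasic-site DNA duplex (50 nM) by APE1 (0.75 nM) was tracked by TAMRA dequenching. Compounds were preincubated with enzyme 15 min at room temperature; data normalized to buffer-only and DMSO wells plus NSC13755 control.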
# Pol eta inh – blocks human DNA polymerase eta activity; Q9Y253; recombinant Pol eta, fluorescent DNA replication assay; Potency, µM (doses to about 114 µM), inactives show at the top dose activity change, negative = inhibition, hits mostly inhibitors; hit rate 1.2% among 390,000; AID 588591; note: potency is the fitted concentration of half-maximal effect; % is set by controls: 0 for no effect and ±100 for the full control effect
#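 Pol eta at 10 nM preincubated with compounds 15 min at room temperature; reaction started with fluorescent substrate (50 nM final) and read kinetically at 0 and 10 min.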
# Apoferritin bind – candidate novel general anesthetic via apoferritin binding | P02791 | apoferritin/1-aminoanthracene competitive binding, fluorescence | Potency, µM (series often up to 77.5 µM), without a hit: top-dose activity change, negative = displacement, usual class: inhibitors | hit rate 0.074% among 350,000; note: potency is the fitted concentration of half-maximal effect; % is set by controls: 0 for no effect and ±100 for the full control effect; nearly all actives have a fitted effect of over 20% in size
# Target sequence (P02791 2-175 limits assumed): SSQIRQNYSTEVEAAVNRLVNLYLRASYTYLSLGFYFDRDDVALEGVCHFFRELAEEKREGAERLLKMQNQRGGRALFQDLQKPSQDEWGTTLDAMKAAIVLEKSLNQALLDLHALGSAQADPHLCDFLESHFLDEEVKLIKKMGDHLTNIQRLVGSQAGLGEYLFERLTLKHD
#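 Horse-spleen apoferritin (10 uM) was mixed with 50% saturated 1-aminoanthracene in PBS, exposed to compounds for 10 min at room temperature, and read for fluorescence (ex 380 nm, em 535 nm). Competitive displacement was fitted with a four-parameter Hill equation.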
# LDHA inh – inhibitors of human lactate dehydrogenase A. P00338. purified LDHA, NADH/diaphorase-resazurin fluorescence; hits give low values. activity change, % (values are at about 110 or 230 µM). hit rate 0.15% among 480,000. AID 1347041; in the data active = activity change below about -30%; inconclusive = mostly about -25% to -30%;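 note: plate controls were DMSO wells for no effect and wells without enzyme for full effect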
#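 Human LDH5 at 2 nM final in Tris HCl pH 7.4 with 0.06 mM NADH and 0.2 mM pyruvate, reacted 5 minutes at room temperature. Remaining NADH coupled via diaphorase/resazurin; resorufin fluorescence read at 0 and 20 minutes, normalized to enzyme-free and DMSO wells.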
# Glioma ERSR ind – induces the endoplasmic reticulum stress response in human glioma cells. U87-MG GRP78 promoter luciferase reporter, 16 h. Potency, µM, for inactives: top-dose activation, hits mostly activators. hit rate 0.02% among 420,000; note: potency is the fitted concentration of half-maximal effect; series mostly up to about 76 µM; % of control where 0% means no effect; nearly all actives have a fitted effect of over 35% in size
#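 Stably transfected U87-MG human glioma cells carrying a GRP78-based luminescent sensor were seeded at 1000 cells/well, pin-dosed with compounds and incubated 16 h. Luciferase reagent was then added, and end-point luminescence was read after 10 min at room temperature.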
# Numbers without * were called inactive; ? = inconclusive; nt = no result given; & = joins results of further samples; [ ] = dose if it differs, or a comment. Unless noted, calls come from the whole dose curve; as a rule, active = well fitted curve in the direction sought with a large enough effect; inconclusive = small, poorly fitted or top-dose-only effect, or another doubt; inactive = no such curve, though single readings can be large; an effect the other way counts as inactive or inconclusive. The list is partial (hit frequency here may not be typical).
SMILES,BLM helicase inh,Pol kappa inh,POLI inh,POLB inh,APEX1 inh,Pol eta inh,Apoferritin bind,LDHA inh,Glioma ERSR ind
O=C(CSc1ccc(-c2ccco2)nn1)N1CCCCCC1,-9%,-8%,36%[activator],-3%,-5%,-6%,-16%,1,11%
O=C(O[C@@H]1OC2COC(=O)c3cc(O)c(O)c(O)c3-c3c(cc(O)c(O)c3O)C(=O)O[C@@H]([C@H]1O)[C@@H]2O)c1cc(O)c(O)c(O)c1,5.6µM*,-99%,?,0.16µM*,0.071µM*,-99%,7%,23,-4%
CCCCN(C)C(=O)c1ccc(CS(=O)(=O)c2ccccc2C)o1,1%,-2%,6%,5%,0%,-4%,0%,3,-4%
CSc1nc2ccccc2cc1/C=C(\C#N)c1cccc(Cl)c1,-3%,-17%,13%,-1%,16%,-12%,-12%,-5,-4%
CC(=O)N1CCCc2ccc(NC(=O)c3ccc(OC(C)C)cc3)cc21,-2%,-5%[60.1 µM],7%,13%,nt,16%,-5%,-3,-3%
CCCCOc1cccc(C(=O)N(Cc2ccc(N(C)C)cc2)C2CCS(=O)(=O)C2)c1 (stereo unspecified),-7%,-5%,-2%,-4%,nt,-17%,1%,4,-2%
O=C(/C=C/c1ccccc1)NC(NC(=S)Nc1ccc(C(=O)O)cc1)C(Cl)(Cl)Cl (stereo unspecified),6%,3%,13%,16%,-1%,-5%,-6%,-5,-2%
COc1ccc(NC(=O)COC(=O)CCc2nc3ccccc3c(=O)[nH]2)cc1Cl,nt,-1%,?,nt,-10%,-1%,nt,-9,-5%
O=C(COc1ccc(Cl)cc1Cl)NN=C1CCCCC1,-3%,-2%,8%,-19%,1%,-7%,-10%,-1,-2%
O=C(c1cccc(F)c1)N1C2C=CC(C2)C1(C(F)(F)F)C(F)(F)F (stereo unspecified),-2%,-3%,8%,33%,-4%,6%,?,-1,-1%
Cc1ccc(S(=O)(=O)N2CCN(C(C)C(=O)NCC(C)c3ccccc3)CC2)cc1 (stereo unspecified),nt,-9%,45%[activator],nt,33%,-21%,nt,-3,-5%
O=C(NNc1nc2cc3c(cc2s1)OCCO3)c1ccccc1,-5%,-3%,45%[activator],-25%,-5%,-14%,-18%,-1,3%
Cc1ccc2c(c1)[C@@H]1CN(C)CC[C@@H]1N2S(=O)(=O)c1ccc([N+](=O)[O-])cc1,4%,-15%,9%,16%,-3%,-16%,-24%,3,-2%
Cc1ccc(NC(=O)CCc2c(C)[nH]c(=O)c(C#N)c2C)cc1,2%,-2%,41%[activator],1%,12%,-29%,-9%,-6,-1%
CCOc1cc(C(N)=O)cc(OCC)c1OCC,0%,-13%,-3%,-4%,-3%,-15%,-7%,-10,-2%
O=C(Nc1cccc(Cl)c1Cl)c1ccccc1OCC(=O)N1CCOCC1,-2%,-9%,2%,1%,5%,-9%,-10%,0,-6%
COc1ccc2ccccc2c1CN(C)Cc1ccccc1,-13%,11%,0%,41%,-10%,-15%,-4%,-3,-6%
CCc1ccccc1NC(=O)c1ccc(S(=O)(=O)NCC2CCCO2)cc1 (stereo unspecified),-2%,-2%,-10%,27%,58%[activator],-3%,1%,-3,-3%
CCOC(=O)C1CCN(CC(O)COc2ccc(C(C)(C)CC)cc2)CC1 (stereo unspecified),-6%,-3%,-2%,-1%,-2%,-27%,?,4,-4%
Cc1nn(C(=O)c2ccc(Cl)cc2)c(C)c1Sc1ccc(Cl)cc1,-5%,-6%,20%,-15%,nt,1%,?,-7,-2%
CC1CCCCN1CCNC(=O)C1CCN(S(=O)(=O)c2cccc3cccnc23)CC1 (stereo unspecified),-4%,3%,?,-11%,-3%,4%,-11%,4,-2%
COc1cccc(CNC(=O)C2CSC3(C)CCC(=O)N23)c1 (stereo unspecified),nt,-4%,8%,nt,10%,-16%,nt,-2,-1%
COC(=O)c1ccc(Oc2ccc(S(=O)(=O)N3CCCCC3)cc2N)cc1,-11%,-6%,36%[activator],-22%,6%,-13%,2%,-10,-5%
COC(=O)Nc1ccc2c(c1)N(C(=O)CCN1CCN3CCCC3C1)c1ccccc1CC2 (stereo unspecified),6%&-11%,-2%&-3%,?,6%&1%,1%&-1%,-18%&-2%,-3%&0%,2&-7,-6%&-4%
CCOc1ccc(C(=O)Nc2nncs2)cc1OCC,-1%,-6%,6%,-11%,-2%,-7%,3%,2,-1%
COc1ccc(Cc2nnc(NCCO)[nH]c2=O)cc1,-3%,5%,-1%,26%,2%,-16%,-2%,-1,-2%
CC(C(=O)NC1CCCCCC1)c1ccc([N+](=O)[O-])cc1 (stereo unspecified),1%,4%,169%[activator],58%,-11%,-2%,-15%,-13,-2%
Cn1c(CNc2ccc(F)cc2)nnc1SCC(=O)NNC(=O)Cc1ccccc1,0%,-4%,29%,-26%,-3%,-18%,-5%,-1,0%
CCOC(=O)c1cnn(-c2ccc(C(=O)Nc3cc(OC)c(OC)c(OC)c3)cc2)c1N,-2%,-4%[60.1 µM],23%,-8%,nt,-25%,-8%,9,1%
Cc1nn(-c2ccccc2)c2c1C(O)CC(C)(C)C2 (stereo unspecified),-5%,-17%,-18%,39%,-3%,1%,0%,2,-4%

# Reprinted from the listing (three entries):
SMILES,BLM helicase inh,Pol kappa inh,POLI inh,POLB inh,APEX1 inh,Pol eta inh,Apoferritin bind,LDHA inh,Glioma ERSR ind
CCc1ccccc1NC(=O)c1ccc(S(=O)(=O)NCC2CCCO2)cc1 (stereo unspecified),-2%,-2%,-10%,27%,58%[activator],-3%,1%,-3,-3%
CCOC(=O)C1CCN(CC(O)COc2ccc(C(C)(C)CC)cc2)CC1 (stereo unspecified),-6%,-3%,-2%,-1%,-2%,-27%,?,4,-4%
Cc1nn(C(=O)c2ccc(Cl)cc2)c(C)c1Sc1ccc(Cl)cc1,-5%,-6%,20%,-15%,nt,1%,?,-7,-2%

# (more compounds)
SMILES,BLM helicase inh,Pol kappa inh,POLI inh,POLB inh,APEX1 inh,Pol eta inh,Apoferritin bind,LDHA inh,Glioma ERSR ind
CCc1cc2c(=O)c(-c3nc4ccccc4n3C)c(C)oc2c(CN(CC)CC)c1O,-4%,-3%,-3%,1%,-3%,-5%,-6%,-5,0%
CC(=O)c1cccc(S(=O)(=O)N2CCCC(c3nc4c(nnn4Cc4cccc(Cl)c4)c(=O)[nH]3)C2)c1 (stereo unspecified),-20%,-8%,?,?,17%,?,?,-3,2%
O=C(NCc1ccccn1)C(=O)NN=C1CCCCCCC1,2%,-13%,-14%,-1%,27%,-5%,-7%,-5,-1%
Cc1ccc2c(c1)N(Cc1ccc([N+](=O)[O-])cc1)C=NS2(=O)=O,-2%,-20%,36%[activator],47%,-22%,-17%,-11%,-9,0%
CN1C(=O)[C@@H]2[C@@H]3C[C@@H]([C@H]4ON=C(c5ccc(Cl)cc5Cl)[C@@H]34)[C@@H]2C1=O,-12%,-12%,-4%,2%[57.1 µM],1%,-11%,1%,-7,0%
CCC(=O)Nc1nc2ccccc2n1Cc1ccc(C)cc1,0%,-16%,-7%,24%,0%,-13%,-8%,-1,-3%
CCC(C(=O)NC(C)(C)C)N(Cc1ccc(F)cc1)C(=O)c1snc(C(N)=O)c1N (stereo unspecified),1%,-7%,169%[activator],9%,2%,5%,-11%,-5,-3%
CC1=C(C)CC2C(=O)N(Cc3ccccc3)C(=O)C2C1 (stereo unspecified),0%,2%,?,18%,-1%,-5%,?,-16,-1%
COc1cc2[nH]c(=O)n(CCC(=O)NCCCN3CCN(c4ccccc4F)CC3)c(=O)c2cc1OC,-10%,-10%,65%[activator],-23%,-1%,-20%,-7%,0,-2%
Cc1ccc(C(=O)N/N=C/c2ccc(-c3ccccc3[N+](=O)[O-])o2)cn1,-21%,-8%,41%[activator],4%,-1%,?,-1%,26,4%
CC(=O)c1cccc(NC(=O)CN2C(=O)c3cccnc3Sc3ccccc32)c1,0%,0%,1%,14%,nt,-14%,?,4,1%
O=C(N/N=C/c1cccs1)C1CC(=O)N(c2ccccc2)C1 (stereo unspecified),-3%,8%,29%,-6%,-8%,-20%,?,-5,-5%
Cc1ccc(N2C(=O)CCC(C(=O)O)C2c2cccs2)cc1 (stereo unspecified),0%,-1%,-6%,5%,70%[activator],7%,38%[activator],-20,-1%
CCN(CC)CCCNc1ccc2ncn3c4ccc(O)cc4c(=O)c1c23,nt,79µM*,?,nt,nt,?,nt,28,-5%
O=C(CN1CCOCC1)Nc1ccccc1Sc1ccccc1,-8%,0%,3%,3%,1%,-12%,-7%,-1,-2%
O=C(Nc1ccc(Cl)cc1)N(Cc1cccs1)Cc1cccs1,-10%,-3%,?,-26%,-1%,-17%,1%,-2,-2%
O=C(NCCc1ccccc1F)C1CC(=O)N(c2cccc(C(F)(F)F)c2)C1 (stereo unspecified),nt,-11%,-12%,nt,nt,-15%,nt,-2,-2%
Cc1ccc(C(=O)NC(=S)/C=C2\N(C)c3ccccc3C2(C)C)cc1,-7%,-15%[60.1 µM],-10%,-8%,-3%,-9%,-8%,-9,1%
COc1cc(/C=C(\C#N)C(=O)Nc2cccnc2)ccc1OC(C)C,1%,-10%,23%,28%,2%,-8%,5%,1,-3%
CCc1ccccc1N(CC(=O)NC1CCCCC1)C(=O)CCCC(=O)Nc1ccccn1,-2%,6%,80%[activator],20%,8%,-12%,2%,-6,-7%
Nc1nc(SCC(=O)O)c2[nH]cnc2n1,nt,-13%,?,nt,nt,nt,nt,-1,0%
COC(=O)c1ccc(N2CCN(C)CC2)c(NC(=O)COc2ccc(C)cc2)c1,-1%,-17%,-9%,5%,19%,-3%,-3%,-7,-4%
Cc1ccccc1NC(=O)NCCCN1CCN(c2ccccc2)CC1,-2%,-23%,8%,0%,7%,-1%,-14%,0,-4%
Cc1ccc(-c2nnc(Nc3ccc(OCC(N)=O)cc3)c3ccccc23)cc1S(=O)(=O)NCC1CCCO1 (stereo unspecified),-7%,1%,-5%,?,nt,-27%,42%[activator],-1,-1%
